# Compound activity as filed in PubChem.
# BL2 CD40 inh = CD40 pathway inhibition in BL2 cells; BL2 NF-kB luciferase reporter, CD40L-induced, 4 h; inhibition, % at 10 µM; actives 0.94% (n = 83,000);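 active = mean inhibition of at least 50% with a set share of replicates also reaching that level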;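 also: 0% = neutral control wells and 100% = IKK inhibitor VII at 50 µM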
# An asterisk follows results filed as active; ! = a repeat was not active; [ ] = another dose, or the depositor's remark. Not all compounds are listed; rates above refer to the full screens.
BL2 CD40 inh,structure
21,O=C(Cn1c(=O)sc2ccccc21)Nc1nc2c(s1)CCCC2
6,Cc1ccc(S(=O)(=O)N2CCCCC2)cc1NC(=O)CNc1ccccc1N1CCCC1=O
-8,O=C(NCC[C@H]1CC[C@@H](NS(=O)(=O)c2ccc(F)cc2)[C@@H](CO)O1)Nc1ccc(Cl)cc1
-17[25 µM],O=C(C[C@H]1CC[C@@H]2[C@H](COC[C@@H](O)CN2C(=O)c2ccccc2F)O1)NCc1ccc(Cl)c(Cl)c1
1,Cc1nn(-c2cccc(C(=O)O)c2)c(C)c1Oc1ccccc1O
8,COc1ccc(CCN(C)Cc2ccc(OC)c(OCc3ccccc3)c2)cc1OC
-1,Cn1cnnc1SCCCN1C(=O)c2cccc3cccc(c23)C1=O
-9,CS(=O)(=O)c1ccc(-c2nnc(NC(=O)c3ccco3)o2)cc1
1,CN(C(=O)CN1C(=O)NC2(CCc3ccccc32)C1=O)C1CCS(=O)(=O)C1 (configuration not stated)
-13,CCCCCc1nnc(NC(=O)C2=COCCO2)s1
3,c1ccc2c(c1)nc(N1CCOCC1)c1ccccc12
2,COc1ccc(-c2csc(NC(=O)CN3C(=O)CCC3=O)n2)cc1
6,Cn1cc(CNC(=O)CC2C(=O)NCCN2CC(C)(C)C)cn1 (configuration not stated)
-31,NC(=O)c1ccsc1NC(=O)COC(=O)c1ccc(Cl)cc1
-2,N#C[C@@H]1[C@@H](c2ccc(-c3ccncc3)cc2)[C@@H](CO)N1C(=O)CN1CCOCC1
-21,O=S(=O)(Nc1ccc(N2CCOCC2)cc1)c1cccs1
-1[25 µM],O=C(C[C@@H]1CC[C@H]2NC[C@H](O)COC[C@@H]2O1)NCc1ccc2c(c1)OCO2
-15[25 µM],C[C@@H]1CCCCO[C@H](CN(C)C(=O)c2ccncc2)[C@H](C)CN([C@H](C)CO)C(=O)c2cc(NC(=O)CCC(F)(F)F)ccc2O1
-3,C/C=C/c1ccc2c(c1)[C@H]1[C@H](CCN1C(=O)COC)[C@@H](CO)N2
-5,COc1ccc(C/C(C)=N/NS(=O)(=O)c2ccc(Br)cc2)cc1
14,CN(Cc1ccccc1)C(=O)c1ccc(NC2=NC3CS(=O)(=O)CC3S2)cc1 (configuration not stated)
13,CCOC(=O)N1CCC(N2CCN(S(=O)(=O)c3ccc(C)cc3)CC2)CC1
-2,Cc1cc(C)c(C#N)c(=N)o1
3,CC(=O)Nc1ccc(S(=O)(=O)NNC(=O)c2cc3c4ccccc4n(C)c3s2)cc1
-13[25 µM],C[C@@H]1CCCCO[C@@H](CN(C)S(=O)(=O)c2cn(C)cn2)[C@@H](C)CN([C@H](C)CO)C(=O)c2cc(NC(=O)Nc3cccc4ccccc34)ccc2O1
10,Cc1cc(C)n2nc(C(=O)Nc3cccnc3)nc2n1
-2[25 µM],COCCNC(=O)C[C@@H]1CC[C@@H]2[C@H](COC[C@H](O)CN2C(=O)c2cc(Cl)cc(Cl)c2)O1
-8[25 µM],COc1cccc(CN2[C@H](CO)[C@@H]3c4ccccc4N(C(=O)CC(F)(F)F)C[C@@H]32)c1
12,CCOC(=O)N1CCN(C(=O)Cc2cccs2)CC1
-1,CC(=O)c1ccc(CCCc2ccc(C(C)=O)cc2)cc1
8,Cc1cc2c(c(C#N)c1C)NC=NC2C (configuration not stated)
1,O=C(COc1cccnc1[N+](=O)[O-])N1CCC(Cc2ccccc2)CC1
26,Cn1c(=O)c2[nH]c(CN3CCN(Cc4ccccc4)CC3)nc2n(C)c1=O
13,O=C(c1ccc(NS(=O)(=O)c2cccc3cccnc23)cc1)N1CCOCC1
-16,O=C(CSc1nc(=O)n2ccccc2n1)NCc1ccc2c(c1)OCO2
-8,COc1ccc(NC(=O)N[C@@H]2CC[C@H](CCn3cc(-c4ccc(F)cc4)nn3)O[C@H]2CO)cc1
3,COC(=O)CN1C(=O)COc2ccc(Cl)cc21
-45,CCOC(=O)c1ccc(NC(=O)C(CC)CC)cc1
-39,Cc1ccc(N2C(=O)N(CC(=O)Nc3cccc([N+](=O)[O-])c3C)C(=O)C2C)cc1 (configuration not stated)
13,O=C(Nc1c(C(=O)NCc2ccco2)cnn1-c1ccccc1)c1cccc(F)c1
4,O=C(OCC(=O)N1CCOCC1)c1cc2ccccc2oc1=O
-20,FC(F)(F)c1ccc(Nc2nnnc3ccccc23)cc1
3,CC(C)CNC(=O)NC(=O)COc1ncnc2sccc12
-25[25 µM],O=C(Nc1ccccc1)N1C[C@@H]2[C@H](c3ccccc31)[C@H](CO)N2C(=O)c1ccccn1
21,CC(=O)CCc1oc2c([N+](=O)[O-])cccc2c1-c1ccc(C)o1
-15,COc1ccc(CNC(=O)N2CCc3ccccc3C2)cc1
3,CCOC(=O)C1(Cc2ccccc2)CCCN(C2CCN(C(C)=O)CC2)C1 (configuration not stated)
2,C/C=C/c1ccc([C@H]2[C@@H](CO)N(C(=O)NC3CCCC3)[C@H]2C#N)cc1
-32,O=C(CCCSc1nc2ccccc2s1)NC1=NCCS1
1,O=C(NN1C(=O)NC2(CCCCC2)C1=O)c1cc2cc(Cl)ccc2o1
-2[25 µM],O=C(C[C@@H]1C[C@@H]2c3cc(NC(=O)Nc4ccccc4)ccc3O[C@@H]2[C@@H](CO)O1)NCc1ccccc1
10,CCC(C)[C@H](NC(=O)Nc1ccc(C)cc1C)C(=O)O (some centres not stated)
-1,CC(=O)C(/C=N/c1ncc(C(F)(F)F)cc1Cl)=C(\C)O
-1,C=C(C)CNC(=S)N/N=C(\C)c1cccc(NC(C)=O)c1
3,COc1ccc(CC(=O)N(C)Cc2cccc(OC)c2OC)cc1S(=O)(=O)N1CCOCC1
-3,O=C(C1CCN(C2CCN(C/C=C/c3ccccc3)CC2)CC1)N1CCOCC1
13,COCCNC(=O)C(C)Oc1ccccc1 (configuration not stated)
6,O=C(NCCO)C1COc2ccccc2O1 (configuration not stated)
7[25 µM],COc1ccc2c3c(n(C)c2c1)[C@H](CO)N(Cc1ccc(Cl)cc1)CC31CN(C(=O)NC(C)C)C1
-18,CN(CC(=O)Nc1ccc(F)cc1)C(=O)c1cc2c(s1)CCCCC2

# Some of the entries so far, bar-delimited.
Molecule | BL2 CD40 inh
O=C(CCCSc1nc2ccccc2s1)NC1=NCCS1 | -32
O=C(NN1C(=O)NC2(CCCCC2)C1=O)c1cc2cc(Cl)ccc2o1 | 1

# (cont.)
BL2 CD40 inh,structure
1,COc1ccc(CN=C2NC(=O)CC(C(=O)Nc3ccc(F)cc3)S2)cc1 (configuration not stated)
-1,COc1ccc(-c2csc(NC(=O)CN3C(=O)C4CC=CCC4C3=O)n2)cc1 (configuration not stated)
13,CCCS(=O)(=O)c1nc(C)cc(C)c1S(C)(=O)=O
-13,Cn1c(SCc2nc(-c3ccccc3)no2)nnc1-c1ccco1
1,O=C(COC(=O)c1cncc(Br)c1)NC1CCCC1
-7[25 µM],C[C@@H]1CN([C@H](C)CO)C(=O)c2cccc(NC(=O)c3ccncc3)c2O[C@H]1CN(C)S(=O)(=O)c1ccccc1
-23,O=C(Nc1nnc(Cc2ccccc2)s1)c1cccs1
1,Cn1c(=O)c2c(ncn2CC(=O)OCC(=O)NCc2ccc(F)cc2)n(C)c1=O
-125,CC(=O)Nc1c(C(=O)Nc2ccc3c(c2)OCO3)oc2ccccc12
-9,C[C@@H]1CN([C@@H](C)CO)C(=O)c2ccccc2-c2ccccc2CO[C@H]1CN(C)S(=O)(=O)c1cccc(F)c1
5,CN(Cc1ccc(F)cc1)C(=O)c1cccc(S(=O)(=O)N2CCN(c3ccc(F)cc3)CC2)c1
15,COc1ccc(-c2noc(CCCOc3ccccc3)n2)cc1OC
-7,CN(CC(=O)O/N=C(\N)c1ccccn1)S(=O)(=O)c1ccccc1
3,COc1ccc(N(C)S(=O)(=O)c2ccc(Cl)c(C(=O)NCC(C)(C)N3CCOCC3)c2)cc1
-3,COc1ccc(S(=O)(=O)N2CCc3ccccc32)cc1C(=O)Nc1ccc(NC(C)=O)cc1
-12,CC(C)c1ccc(/C=N/NC(=O)CC(=O)NCc2ccccc2)cc1
-1[25 µM],CN(C)C(=O)c1ccc(-c2ccc([C@H]3[C@@H](C#N)N(C(=O)Cc4ccccn4)[C@H]3CO)cc2)cc1
-112,O=C(OCC(=O)N1CCOCC1)c1ccccc1Cc1ccccc1
6,Cc1ccc2cc([N+](=O)[O-])ccc2n1
10,CC1CCN(CCCNC(=O)CCNC(=O)Cn2cnc3ccccc3c2=O)CC1
-17[25 µM],CO[C@H]1CN(C)C(=O)c2ccc(NS(=O)(=O)CC(F)(F)F)cc2OC[C@H](C)N(C(=O)NC(C)C)C[C@H]1C
3,CC(=O)N1CCN(C(=O)c2ccc(Cl)c(S(=O)(=O)N3CCc4ccccc43)c2)CC1
6,CCC1CCC2(CC1)NC(=O)N(CC(=O)Nc1ccc(OC)c(Cl)c1)C2=O (configuration not stated)
-3,COc1cc2c(cc1OC)C(NC(=O)c1ccc(C)cc1)CC2=O (configuration not stated)
-20[25 µM],COCC#Cc1ccc([C@@H]2[C@@H](CO)N3C(=O)CN(C(=O)c4ccncc4)C[C@@H]23)cc1
5,CCCn1c(SCC(=O)NC(=O)NC(C)(C)C)n[nH]c1=O
0,O=c1[nH]c2ccc(Br)cc2o1
-49,CN(C)c1ccc(NC(=O)Nc2ccc3c(c2)nnn3C)cc1
0,O=C(NCCc1ccccc1)C1CC(c2ccccc2O)=NO1 (configuration not stated)
54*![25 µM],Cc1ccccc1S(=O)(=O)N1C[C@@H]2N[C@H](C1)C2c1ccc(-c2cccc(C#N)c2)cc1 (some centres not stated)
4,COc1ccc(CCN=C(N)NS(=O)(=O)c2ccc3ccccc3c2)cc1
-4,Cc1ccc(C(=O)OCC(=O)N(C)C2CCS(=O)(=O)C2)cc1S(=O)(=O)N1CCOCC1 (configuration not stated)
0,Cc1ccc(CN2CCN(Cc3cn[nH]c3C3CCCCC3)CC2CCO)cc1 (configuration not stated)
11,CCOc1ccc(S(=O)(=O)NCc2cccs2)cc1C(C)C
-11,CCOc1cc(/C=N/NC(=O)c2cccc(S(=O)(=O)N3CCCC3)c2)ccc1OCC(=O)N(C)C
0,COC(=O)c1ccccc1NC(=O)N1CCN(c2ccc(F)cc2)CC1
1,Cc1nn(C)cc1-c1csc(N)n1
1,CCc1nc2sc3c(=O)n(N)cnc3c2c2c1COC(C)(C)C2
8,COc1ccc(N2C(=O)CN=C2Nc2nc(C)cc(C)n2)cc1OC
7,Cc1ccc(CN(C)C(=O)CN2C(=O)NC3(CCCC3)C2=O)o1
-16,CCOCCCNS(=O)(=O)c1ccc2c(c1)CCN2C(=O)CC
-24,COC(=O)C(Cc1ccc(O)cc1)NS(=O)(=O)Cc1ccccc1 (configuration not stated)
10,O=C(CN1CCCC1)Nc1sc2c(c1C(=O)Nc1ccccc1)CCCC2
6[25 µM],O=C(c1cccnc1)N1CC2(C1)[C@@H](c1ccccc1)[C@@H](CO)N2C(=O)CC1CC1
-11,Cc1ccccc1OCC(=O)Nc1cccc(S(=O)(=O)NC2=NCCC2)c1
-5,O=C(COC(=O)c1ccccc1NC(=O)c1ccco1)Nc1ncc(Cl)cc1Cl
-3,O=C(Nc1nccs1)[C@@H]1[C@@H](CO)[C@@H]2Cn3c(cccc3=O)[C@H]1N2C(=O)C1CCCC1
0,O=C(c1cc2ccccc2cc1O)N1CCN(c2cccc(Cl)c2)CC1

# Three compounds from above, arranged by molar mass, largest number first.
BL2 CD40 inh,structure
-4,Cc1ccc(C(=O)OCC(=O)N(C)C2CCS(=O)(=O)C2)cc1S(=O)(=O)N1CCOCC1 (configuration not stated)
10,CCC(C)[C@H](NC(=O)Nc1ccc(C)cc1C)C(=O)O (some centres not stated)
6,O=C(NCCO)C1COc2ccccc2O1 (configuration not stated)

# A few values from above:
# BL2 CD40 inh with O=C(CN1CCCC1)Nc1sc2c(c1C(=O)Nc1ccccc1)CCCC2 : 10
# BL2 CD40 inh with O=C(Nc1nccs1)[C@@H]1[C@@H](CO)[C@@H]2Cn3c(cccc3=O)[C@H]1N2C(=O)C1CCCC1 : -3
# BL2 CD40 inh with COc1ccc(N2C(=O)CN=C2Nc2nc(C)cc(C)n2)cc1OC : 8
# BL2 CD40 inh with Cc1ccccc1OCC(=O)Nc1cccc(S(=O)(=O)NC2=NCCC2)c1 : -11
# BL2 CD40 inh with O=C(COC(=O)c1ccccc1NC(=O)c1ccco1)Nc1ncc(Cl)cc1Cl : -5
# BL2 CD40 inh with Cc1ccc(CN(C)C(=O)CN2C(=O)NC3(CCCC3)C2=O)o1 : 7
# BL2 CD40 inh with O=C(c1cc2ccccc2cc1O)N1CCN(c2cccc(Cl)c2)CC1 : 0

# Other entries:
BL2 CD40 inh,structure
6,COc1ccc(CCNC(=O)CSc2nc3[nH]ncc3c(=O)n2-c2ccc(Cl)cc2Cl)cc1OC
-3,Cc1cc(C(=O)COC(=O)c2ccc3c(c2)NC(=O)CS3)c(C)n1CC1CCCO1 (configuration not stated)
7,CCN(CC)c1ccc(S(=O)(=O)N2CCOCC2)cc1NC(=O)CN1C(=O)NC2(CCC(C)CC2)C1=O (configuration not stated)
4,O=S(=O)(Nc1ccc2c(c1)OCO2)c1ccc(F)c(F)c1
4,COc1ccc(C(CC(=O)O)N2Cc3ccccc3C2=O)cc1 (configuration not stated)
-5,CC1(C(=O)O)CCC(C(=O)NCCc2ccccc2)C1(C)C (configuration not stated)
-55,CC(=O)Oc1cccc2c1C(=O)C1CC=CC(OC(C)=O)C1C2=O (configuration not stated)
